Akt phos inh – inhibitors of Akt phosphorylation; Neuro2A IGF-stimulated pAkt S473 HTRF, 20 min; stronger effect = lower value; activity change, % for hits at 50 µM; 360,000 compounds, 0.32% hits; in the data active means activity change below about -80%; inconclusive means mostly about -51% to -80%; further: on the % scale 0 is the no-effect control and ±100 the full control effect
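Neuro2A cells in DMEM with 0.5% FBS, overnight at 37 deg C, given compound at single 50 µM final, then IGF (6 nM final) for 20 min at 37 deg C. Lysed; phospho-Akt Ser473 by HTRF after 24 h, 665/615 ratio.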
GLP1R inv ag – inverse agonists of human GLP-1 receptor; 410,000 compounds, 1.6% hits; HEK293 GLP-1R CRE-luciferase, luminescence, 24 h; GLP-1R form is constitutively active; Potency, µM (titrated, usually from 38.3 µM), inactives show at the highest dose activity change, negative = inhibition, hits mostly inhibitors; P43220; further: potency means the concentration at half of the fitted maximal effect; on the % scale 0 is the no-effect control and ±100 the full control effect; nearly all actives have a fitted effect of over 55% in size
Target sequence (P43220 whole entry, looked up): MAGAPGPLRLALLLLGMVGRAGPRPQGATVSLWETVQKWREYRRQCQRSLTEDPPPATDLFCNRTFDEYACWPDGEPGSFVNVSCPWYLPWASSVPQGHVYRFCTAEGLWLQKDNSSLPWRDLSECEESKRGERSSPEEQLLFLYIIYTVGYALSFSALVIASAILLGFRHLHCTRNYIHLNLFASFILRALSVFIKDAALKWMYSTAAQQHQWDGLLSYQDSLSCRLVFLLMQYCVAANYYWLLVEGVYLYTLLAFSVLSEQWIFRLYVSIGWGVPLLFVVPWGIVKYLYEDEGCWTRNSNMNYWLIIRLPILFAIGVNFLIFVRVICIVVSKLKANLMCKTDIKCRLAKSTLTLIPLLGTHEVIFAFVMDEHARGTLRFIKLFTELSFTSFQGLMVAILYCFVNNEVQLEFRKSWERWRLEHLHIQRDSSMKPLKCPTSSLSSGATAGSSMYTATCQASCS
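Inverse agonists were sought by their lowering of basal cAMP reporter luciferase output in HEK293 cells stably carrying constitutively active human GLP-1R, after 24 h compound treatment.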
MmCpn inh – inhibitors of Methanococcus maripaludis chaperonin (MmCpn); AID 504842; Potency, µM (series often up to 76.9 µM), for inactives: at the highest dose activity, negative = inhibition, actives largely listed as inhibitors; purified Mm-Cpn ATPase, ADP Transcreener TR-FRET; 330,000 compounds, 0.031% hits; further: potency means the concentration at half of the fitted maximal effect; on the % scale 0 is the no-effect control and ±100 the full control effect; nearly all actives have a fitted effect of over 80% in size
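Compound-treated chaperonin, 25 nM final, turns over 10 uM ATP at 37°C for 30 min following a 10 min preincubation; ADP generated competes with ADP-d2 for Eu-cryptate antibody, lowering FRET.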
FUS suppressor – FUS proteinopathy suppression in yeast | 390,000 compounds, 0.24% hits | Potency, µM (titrated, usually from 76.6 µM), inactives show top-dose growth rescue (activation), hits mostly activators | S. cerevisiae FUS-expressing, growth rescue, OD600, 24 h | AID 1347120;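 further: potency means the concentration at half of the fitted maximal effect; plate controls were DMSO vehicle for no effect and reference control for full effect; nearly all actives have a fitted effect of over 55% in size; some results filed as inactive show a strong effect at the top dose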
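Galactose (2%) drives FUS expression in yeast precultured in raffinose; seeding density OD 0.005. Test compounds incubated 24hr at 30C and 99% humidity before absorbance at 600 nm was measured.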
Abeta rescue – compounds reversing amyloid beta toxicity in yeast. AID 1347071. yeast expressing A-beta42, growth rescue, OD600, 48 h; response scale: 0% DMSO, 100% iron-clioquinol control. 410,000 compounds, 0.063% hits. Potency, µM (titrated, usually from 46.1 µM), for inactives: top-dose growth rescue, usual class: activators; further: potency means the concentration at half of the fitted maximal effect; nearly all actives have a fitted effect of over 55% in size
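Growth rescue measured by 600 nm absorbance after 48 h yeast culture at 30 C with compound. Values normalized between DMSO and an equimolar ferric chloride plus clioquinol control.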
PTHR1 agonist – PTHR1 (human) receptor agonism; Q03431; AID 743266; HEK293 GP2 PTHR1 cells, GloSensor cAMP luminescence, 1 h; Potency, µM (doses to about 115 µM), for the others: at the highest dose activation, most hits filed as activators; 410,000 compounds, 0.075% hits; further: potency means the concentration at half of the fitted maximal effect; nearly all actives have a fitted effect of over 55% in size; some results filed as inactive show a strong effect at the top dose; inactives centre near -15; many of its hits are not listed in these tables
Target sequence (Q03431 whole entry, looked up): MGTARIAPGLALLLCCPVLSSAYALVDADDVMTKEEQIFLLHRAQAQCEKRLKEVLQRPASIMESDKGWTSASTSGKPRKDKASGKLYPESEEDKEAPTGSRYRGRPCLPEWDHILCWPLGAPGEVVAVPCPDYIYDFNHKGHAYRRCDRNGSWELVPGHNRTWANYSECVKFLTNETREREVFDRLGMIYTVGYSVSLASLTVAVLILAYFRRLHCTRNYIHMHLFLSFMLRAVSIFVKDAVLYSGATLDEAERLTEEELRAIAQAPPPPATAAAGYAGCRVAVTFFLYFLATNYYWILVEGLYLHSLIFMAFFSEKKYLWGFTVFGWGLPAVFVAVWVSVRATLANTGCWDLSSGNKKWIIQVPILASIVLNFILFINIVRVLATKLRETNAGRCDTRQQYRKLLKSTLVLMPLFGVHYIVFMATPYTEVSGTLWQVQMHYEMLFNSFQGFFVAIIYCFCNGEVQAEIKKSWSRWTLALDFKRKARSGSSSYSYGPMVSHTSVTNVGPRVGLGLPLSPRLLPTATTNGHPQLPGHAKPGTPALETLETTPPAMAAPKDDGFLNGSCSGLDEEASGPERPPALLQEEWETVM
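HEK-293-derived GP2 cells expressing PTHR1 and a GloSensor cAMP reporter, 3,000/well, plated overnight, given luciferin plus IBMX (each 0.5 mM as added) for 1 h at 37 °C, then compound for 1 h at 37 °C. Luminescence was read after 15 min at room temperature.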
TDP-43 yeast inh – rescues yeast growth from TDP-43 toxicity. TDP-43 expressing yeast growth rescue, BacTiter-Glo, 24 h. Potency, µM (series often up to 46.1 µM), without a hit: top-dose growth rescue (activation), most hits filed as activators. 410,000 compounds, 1.8% hits. AID 652104; further: potency means the concentration at half of the fitted maximal effect; % of control where 0% means no effect; nearly all actives have a fitted effect of over 50% in size
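Luminescence from BacTiter-Glo reports growth of TDP-43-expressing yeast after 24 hr at 30 deg C with compound. Cells were raffinose-pregrown to mid-log, then seeded in galactose medium at OD600=0.02.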
aSyn rescue – alpha-synuclein toxicity inhibition in yeast; Yeast expressing alpha-synuclein, growth rescue, BacTiter-Glo, 24 h; Potency, µM (titrated, usually from 46.1 µM), without a hit: top-dose growth rescue (activation), usual class: activators; 370,000 compounds, 0.14% hits; AID 652106; further: potency means the concentration at half of the fitted maximal effect; % of control where 0% means no effect; nearly all actives have a fitted effect of over 65% in size
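Readout is rescue of growth in alpha-synuclein-expressing yeast, so inhibitors of toxicity appear as activators. Growth after 24 hr at 30 deg C in galactose medium is quantified by luminescence.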
HEK293 tox – cytotoxicity counter-screen for GLP-1 receptor inverse agonists; 410,000 compounds, 0.13% hits; HEK293 cAMP-luciferase reporter cells, luminescence, 24 h; Potency, µM (titrated, usually from 38.3 µM), for inactives: at the highest dose activity change, negative = inhibition, most hits filed as inhibitors;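 further: loss of luciferase light is scored as toxicity; potency means the concentration at half of the fitted maximal effect; on the % scale 0 is the no-effect control and ±100 the full control effect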
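Here, cytotoxicity is scored as loss of luminescence. The MLSMR collection was tested on cells seeded in medium containing 10% Nu serum, with a 24 hr compound exposure preceded by 12 hours of culture.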
Starred values were filed as active, the others as inactive; i = inactive; ? = inconclusive; nt = no result given; & = joins results of further samples; [ ] = dose if it differs, or a comment. Unless noted, the call rests on the fitted dose curve; in most records, active means well fitted curve in the direction sought with a large enough effect; inconclusive means small, poorly fitted or top-dose-only effect, or another doubt; inactive means no such curve, though single readings can be large; an effect the other way counts as inactive or inconclusive. This is a subset. The share of hits here may be higher or lower than overall.

Below each compound – Akt phos inh, GLP1R inv ag, MmCpn inh, FUS suppressor, Abeta rescue, PTHR1 agonist, TDP-43 yeast inh, aSyn rescue, HEK293 tox
1: O=C(NNC(=O)c1ccccc1[N+](=O)[O-])c1csc(N2CCOCC2)n1
 : i, 16%, 1%, 1%, 1%, i, 16%, 2%, 13%
2: CCCNS(=O)(=O)c1ccc(OCC(=O)N2CCOCC2)cc1
 : i, 16%, -1%, -3%, -6%, i, -24%, -15%, 25%
3: COC(OC)c1ccnc(-c2ccc(OC(C)=O)cc2)n1
 : i, 80%[activator], 0%, 8%, -16%, i, -5%[0.397 µM], 0%, 3%
4: COc1ccc(/C=C(\C#N)C(=O)NCc2ccccc2)cc1
 : i, -14%, 0%, 18%, 3%, i, 2%, 3%, -9%
5: COc1ccc(C(=O)NNC(=S)NC(=O)c2ccc(F)cc2)cc1Br
 : i, ?, nt, 11%, ?, -7%, 19%, 0%, -9%
6: COc1ccc(NC(=O)C2CCCN2S(=O)(=O)c2cccc3cccnc23)cc1OC (stereo not given)
 : i, 66%&32%[activator], 1%, 5%&10%, 0%, i, 7%&18%, 6%, 3%&6%
7: COC(=O)c1ccc(-n2c(C)ccc2-c2ccccc2)cc1
 : i, ?, -3%, -8%, -5%, -3%, -9%, -25%, -7%
8: Cc1ccc(C(=O)Nc2ccon2)cc1S(=O)(=O)N1CCCCCC1
 : i, 0%, 0%, 14%, 14%, -1%[57.5 µM], -1%, 2%, -14%
9: Cc1cc(C)c(S(=O)(=O)Nc2cc(-c3cn4ccccc4n3)ccc2C)cc1C
 : nt, ?, nt, 11%, -41%[inhibitor], -22%, 5%, nt, -10%
10: O=C(N/N=C/c1ccco1)c1ccncc1
 : i, 29%, 0%, 16%, -1%, -27%[57.5 µM], -24%, 0%, 1%
11: CCNC(=O)C1(C)CCCN(C(=O)Cc2ccc(OC)c(OC)c2)C1 (stereo not given)
 : i, 27%, nt, -18%, -5%, -25%, 25%, 2%, 2%
12: Cc1cc(C)c2cc(CN(Cc3nnnn3Cc3ccc(F)cc3)C3CCCC3)c(=O)[nH]c2c1
 : i, 0%, 0%, -14%, 1%, -17%, -18%, -2%, -14%
13: C=CCNC(=O)CCCc1ccccc1
 : i, 4%, 0%, -14%, 12%, i, 0%, 4%, 2%
14: CCCCCC(=O)Nc1ccc(C(=O)COC(=O)Cn2cnc3c2c(=O)n(C)c(=O)n3C)cc1
 : i, 7%, 1%, 18%, 8%, -2%, 0%, -1%, 1%
15: CCCCc1ccc(NC(=S)N2CCCC(C)C2)cc1 (stereo not given)
 : i, ?, 2%, 20%, 18%, -53%[inhibitor], 12%, 2%, ?
16: CC1CCN(C(=O)CN2C(=O)NC(C)(c3ccc4ccccc4c3)C2=O)CC1 (stereo not given)
 : i, -10%, -2%, nt, -11%, -35%[inhibitor], 14%, -2%, -18%
17: O=Cc1cc(Cl)ccc1OCCN1CCC(Cc2ccccc2)CC1
 : i, ?, -3%, 9%, 11%, -30%[inhibitor], -10%[1.82 µM], 8%, ?
18: COc1ccc(C(=O)CCC(=O)Nc2cccc(C(C)=O)c2)cc1
 : nt, 16%, nt, 9%, 3%, -18%, 4%, nt, 1%
19: Cc1ccc(C(=O)NC2CCN(CC(=O)Nc3ccccc3Cl)CC2)cc1
 : i, -28%, 1%, 9%, -13%, -4%, -14%, 0%, -11%
20: CS(=O)(=O)Nc1ccc(C(=O)NCc2ccco2)cc1
 : i, 0%, 1%, 6%, -12%, -10%[57.5 µM], -5%, -5%, 3%
21: O=C(NC(=S)Nc1nc(-c2ccc(Cl)cc2)cs1)c1cccs1
 : i, 11%, 1%, 2%, -12%, -2%, -18%, -6%, 15%
22: CC(C)c1ccc(-c2noc(SCC(=O)N3CCCCC3)n2)cc1
 : nt, -15%, nt, 24%, -30%, -24%, 30%, nt, 2%
23: COc1cccc(CN2CC(C(=O)N3CCCCCC3)CCC2=O)c1 (stereo not given)
 : i, 3%, -3%, 11%, 5%, -26%, 7%, -1%, 5%
24: CC(C)c1nnc(NC(=O)CS(=O)(=O)Cc2ccccc2)s1
 : i, 12%, 4%, 5%, 3%, i, -6%, 2%, -1%
25: Cc1ccc(-n2nnnc2SCc2ccccn2)cc1C
 : i, -19%, 0%, 7%, 5%, -30%, ?, 4%, -8%
26: Cc1cc(C)cc(Nc2cc(C(=O)NCCCN(Cc3ccccc3)C(C)C)c3ccccc3n2)c1
 : nt, 5.6µM*, nt, 18%, -7%, -31%, 12%, nt, ?
27: O=c1c2ccccc2nc(-c2ccccc2)n1Cc1ccc(Cl)cc1
 : i, ?, 0%, 31%, -25%, -12%, 0%, 1%, -9%
28: O=C(COc1ccc(Cl)cc1Cl)N1CCN(c2ccccn2)CC1
 : i, ?, 1%, 13%, 2%, -61%[inhibitor], nt, 16%, -1%
29: CN1CCN(c2ccc(S(=O)(=O)N3CCOCC3)cc2NC(=O)Cc2ccccc2F)CC1
 : i, 3%, 1%, -24%, -8%, i, 2%, -6%, 2%
30: O=C(Nc1ccc(OC(F)F)cc1)c1ncc(Cl)c(Cl)c1Cl
 : i, 0%, 2%, 0%, 0%, i, -16%, 0%, 3%
31: O=C(CSc1nnc(-c2ccco2)n1-c1ccccc1)N1CCN(C(=O)c2ccco2)CC1
 : i, -10%, 1%, -4%, 2%, i, 1%, -7%, 12%
32: O=C(NCC1CCCO1)C(=O)N/N=C/c1cc(Cl)ccc1O (stereo not given)
 : i, 18%, 2%, 6%, 2%, -35%[inhibitor], 2%, 22%, 92%[activator]
33: CCOc1ccc(NC(=O)CSc2nnc(-c3ccco3)n2N)cc1
 : i, 3%, -1%, 10%, 0%, -54%[inhibitor], 16%, 6%, -8%
34: COC(=O)[C@H](C)NC(=O)Nc1ccc(S(N)(=O)=O)cc1
 : i, 13%, -2%, -1%, -2%, -14%, -23%, -5%, 3%
35: Nc1c(C(=O)Nc2ccc(C(=O)O)cc2)sc2nc3c(cc12)CCCC3
 : nt, -34%, nt, -7%, 4%, -33%[inhibitor], 27%, nt, -18%
36: O=C1C2CCCN2C(c2ccccc2)N1c1ccc(F)cc1 (stereo not given)
 : i, 5%, 2%, -30%, 0%, -16%, 4%, 2%, 3%
37: Cc1cc2c(n1-c1ccc(C(=O)NCc3ccc(OC(C)C)cc3)cc1)CCCC2
 : nt, 10%, nt, 2%, -7%, -37%[inhibitor], -17%, nt, -16%
38: O=C(Nc1ccccc1)OCCc1ccccn1
 : i, 1%, nt, nt, -9%, -15%, 1%, 12%, 7%
39: Fc1ccc(Nc2nnc(C(F)(F)F)s2)cc1Cl
 : i, ?, 1%, -6%, -94%[inhibitor], -36%[inhibitor], -92%[inhibitor], -57%[inhibitor], -20%
40: CCN1CCCC1CNC(=O)Cn1ncc2c(=O)oc3ccc(C)cc3c21 (stereo not given)
 : i, 10%, -1%, -8%, 3%, i, 23%, 1%, -1%
41: COc1ccc(Oc2coc3c(CN4CCOCC4)c(O)ccc3c2=O)cc1
 : i, -1%, -1%, -4%, 23%, i, 21%, 0%, 0%
42: COc1cc(NC(=O)CN2C(=O)NC(C)(c3ccccc3)C2=O)c(C)cc1[N+](=O)[O-] (stereo not given)
 : i, 4%, -3%, 23%, -9%, i, -13%, 1%, 1%
43: COc1ccc([N+](=O)[O-])cc1NC(=O)COC(=O)/C=C/c1ccco1
 : i, 2%, 1%, 0%, 12%, i, 10%, -2%, -13%
44: Cc1ccc(C(=O)Nc2c(C)cc(-c3ccccc3)oc2=O)cc1
 : i, 5%, 3%, 21%, -16%, -2%, 0%, -4%, -6%
45: COc1ccc(NC2=CC(=S)NC(C)(C)C2)cc1
 : i, -28%, 0%, -11%, 12%, -12%, 28%, 8%, ?
46: O=C(Nc1ccccn1)c1ccc2ccccc2c1O
 : i, 4%, -4%, -8%, -8%, -13%, -23%, 14%, -15%
47: CN(C)C(=O)CCc1ccc2c3c([nH]c2c1)[C@]1(CCc2ccccc2)[C@@H](C(=O)N2CCCCC2)C[C@H](CC(=O)NCCc2ccccn2)C(=O)N1CC3
 : i, 12%, 1%, 13%, 3%, 4%, 13%, 1%, 9%
48: CSc1nc(Oc2ccccc2)c2sccc2n1
 : i, ?, 0%, -8%, 18%, i, 10%, 2%, -7%
49: O=C(O)CCCN1C(=O)C2C3c4ccccc4C(c4ccccc43)[C@@H]2C1=O (stereo not given in full)
 : i, 18%, 0%, -5%, 7%, i, 0%, 3%, -6%
50: COC(=O)c1cc(=O)n(Cc2ccco2)c(=Nc2ccc(F)cc2)s1
 : i, ?, -2%, 13%, 6%, -49%[inhibitor], ?, -1%, -26%
51: CC(=O)Oc1cc2c(C(=O)NCCN3CCOCC3)c(C)oc2c2ccccc12
 : i, 10µM*, 0%, 11%, -9%, 0%, 11%, 2%, ?
52: CC(=O)c1cccc(NC(=O)c2cc3nc(-c4ccc(Br)cc4)cc(C(F)(F)F)n3n2)c1
 : nt, -26%, nt, ?, 2%, 22%, 1%, nt, -6%
53: Cc1ccc(C)c(NC(=O)CCN2CCN(c3ccccc3F)CC2)c1
 : i, -21%, -1%, -21%, -22%, -61%[inhibitor], -1%, -6%, -1%
54: CCN1CCN(C(=O)c2c(C)nn(-c3ccc(F)cc3)c2-n2cccc2)CC1
 : nt, -4%, nt, -21%, -14%, -68%[inhibitor], 3%, 0%, 10%
55: CC(C)c1nc(SCC(=O)Nc2nccs2)c2ccccc2n1
 : i, 24%, -2%, 19%, -7%, -19%, 3%, -7%, 10%
56: Cc1ccc(S(=O)(=O)N2CCCCC2)cc1NC(=O)COC(=O)Cc1cccc(C(F)(F)F)c1
 : i, -18%, -3%, 35%, 10%, -31%[inhibitor], 6%, -1%, -10%

Bioassay records from PubChem.
